APEX1 inh = inhibitors of human APE1 endonuclease | P27695 | recombinant APE1, TAMRA/BHQ-2 abasic DNA cleavage fluorescence | Potency, µM (top dose mostly 65.8 µM), for the others: at the highest dose activity change, negative = inhibition, hits mostly inhibitors | 0.35% of 350,000 active;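 further: potency means the concentration at half of the fitted maximal effect; plate controls were vehicle for no effect and reference inhibitor for full effect; nearly all actives have a fitted effect of over 55% in size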
Target sequence (P27695 whole entry, looked up): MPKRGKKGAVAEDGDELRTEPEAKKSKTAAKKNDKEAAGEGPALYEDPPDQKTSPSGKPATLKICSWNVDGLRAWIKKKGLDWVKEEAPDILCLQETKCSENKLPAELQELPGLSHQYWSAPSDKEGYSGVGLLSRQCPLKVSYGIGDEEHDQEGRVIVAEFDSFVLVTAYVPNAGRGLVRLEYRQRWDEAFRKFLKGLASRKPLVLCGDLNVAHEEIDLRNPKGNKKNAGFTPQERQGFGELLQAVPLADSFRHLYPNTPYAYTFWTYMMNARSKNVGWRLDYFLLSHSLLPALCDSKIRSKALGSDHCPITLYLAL
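Activity was derived from the fluorescence gain between first and third kinetic reads (60 s intervals, ex 525/em 598 nm) after 50 nM THF-abasic TAMRA/BHQ-2 duplex was added to 0.75 nM APE1 preincubated 15 min with compound.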
12-LOX inh = blocks human arachidonate 12S-lipoxygenase; 1.1% of 580,000 active; Potency, µM (series often up to 108 µM), for inactives: at the highest dose activity change, negative = inhibition, most hits filed as inhibitors; purified 12hLO, xylenol orange hydroperoxide absorbance; P18054; further: potency means the concentration at half of the fitted maximal effect; on the % scale 0 is the no-effect control and ±100 the full control effect
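Purified human 12hLO (150 nM final) in 25 mM Hepes, 0.01% Triton X-100, pH 7.0 was preincubated 15 min at room temperature with compound. Then 40 uM arachidonic acid was added, 30 min. Hydroperoxide was read by Fe-XO absorbance ratio 573/405 nm.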
Pol beta inh = DNA polymerase beta (human) inhibition. P06746. Pol beta primer extension/strand displacement, fluorescence kinetic. Potency, µM (top dose mostly 114 µM), without a hit: at the highest dose activity change, negative = inhibition, hits mostly inhibitors. 1.3% of 340,000 active; further: potency means the concentration at half of the fitted maximal effect; on the % scale 0 is the no-effect control and ±100 the full control effect
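Enzyme-only controls used 10 nM Pol beta; buffer lacking enzyme served as negative control. Compound preincubated 15 min, then 50 nM substrate added; 0 and 10 min reads at room temperature.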
POLK inh = blocks human DNA polymerase kappa activity | 0.53% of 400,000 active | Q9UBT6 | Potency, µM (titrated, usually from 107 µM), inactives show top-dose activity, negative = inhibition, most hits filed as inhibitors | purified Pol kappa, fluorescent DNA synthesis assay, 10 min | AID 588579; further: potency means the concentration at half of the fitted maximal effect; on the % scale 0 is the no-effect control and ±100 the full control effect
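Activity was followed as the change in fluorescence between reads at 0 and 10 min after starting the reaction with 50 nM substrate. Beforehand, 10 nM polymerase had been preincubated with compound for 15 min at room temperature.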
Pol eta inh = inhibitors of human DNA polymerase eta; Q9Y253; recombinant Pol eta, fluorescent DNA replication assay; Potency, µM (highest dose often 114 µM), inactives show at the top dose activity change, negative = inhibition, hits mostly inhibitors; 1.2% of 390,000 active; further: potency means the concentration at half of the fitted maximal effect; on the % scale 0 is the no-effect control and ±100 the full control effect
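Pol eta (10 nM) was preincubated with compounds for 15 min at room temperature, after which fluorescent replication substrate (50 nM final) was added to start the reaction. Fluorescence was read kinetically at 0 and 10 min.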
RGS4 inh = human RGS4 inhibition; Transcreener GDP fluorescence polarization, RGS4-accelerated GTP hydrolysis; Potency, µM (highest dose often 114 µM), for the others: at the highest dose activity change, negative = inhibition, actives largely listed as inhibitors; 0.039% of 390,000 active; AID 504845; further: potency means the concentration at half of the fitted maximal effect; on the % scale 0 is the no-effect control and ±100 the full control effect; nearly all actives have a fitted effect of over 75% in size; some results filed as inactive show a strong effect at the top dose
Target sequence (P49798 whole entry, looked up): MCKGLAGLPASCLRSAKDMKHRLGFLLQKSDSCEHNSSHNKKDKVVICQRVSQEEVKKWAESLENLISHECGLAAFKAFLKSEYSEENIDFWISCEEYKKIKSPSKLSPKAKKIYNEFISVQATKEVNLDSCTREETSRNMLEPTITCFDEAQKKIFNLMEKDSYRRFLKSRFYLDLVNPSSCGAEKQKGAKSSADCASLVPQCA
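MLSMR compounds (23 nl, pin-transferred) preincubated 10 min at room temperature with a 500nM (2x) first reagent, then RGS4 at 900nM (2x) plus Transcreener GDP mix added; fluorescence polarization (620/688 nm) read before and after 90 min at 30 °C.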
Anesthetic bind = candidate novel general anesthetic via apoferritin binding; Potency, µM (titrated, usually from 77.5 µM), inactives show at the top dose activity change, negative = displacement, hits mostly inhibitors; P02791; 0.074% of 350,000 active; apoferritin/1-aminoanthracene competitive binding, fluorescence; further: potency means the concentration at half of the fitted maximal effect; on the % scale 0 is the no-effect control and ±100 the full control effect; nearly all actives have a fitted effect of over 20% in size
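Read-out: endpoint 1-AMA fluorescence, excitation 380 nm and emission 535 nm, after compounds sit 10 min at room temperature with 10 uM horse-spleen apoferritin in 50% saturated 1-AMA/PBS. Values come from four-parameter Hill fits.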
LDHA inh = blocks human lactate dehydrogenase A. activity change, % (values are at about 110 or 230 µM). purified LDHA, NADH/diaphorase-resazurin fluorescence; hits give low values. 0.15% of 480,000 active. AID 1347041; in the data active means activity change below about -30%; inconclusive means mostly about -25% to -30%;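 further: plate controls were DMSO wells for no effect and wells without enzyme for full effect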
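Enzyme activity of human lactate dehydrogenase 5 (2 nM; 0.06 mM NADH, 0.2 mM pyruvate, 5 min, RT) is measured via a resazurin/diaphorase fluorescence readout of residual NADH.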
ERG-DNA inh = inhibitors of human ERG Ets domain-DNA interaction | Potency, µM (top dose mostly 76.9 µM), for the others: at the top dose FP activity, negative = inhibition, most hits filed as inhibitors | 0.028% of 370,000 active | fluorescence polarization, His-ERG Ets domain / labelled DNA | P11308; active means well fitted inhibition curve with a large enough effect in the polarisation, with a control signal flat; inconclusive means small, poorly fitted or top-dose-only effect, or effect the other way, or a change in a side signal; inactive means no such curve, though single readings can be large or run the other way; the % refers to the polarisation;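 further: polarization taken with two DNA probes labelled with fluorescein and Texas red; potency means the concentration at half of the fitted maximal effect; % of control where 0% means no effect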
Target sequence (P11308 whole entry, looked up, the tested form may be a part): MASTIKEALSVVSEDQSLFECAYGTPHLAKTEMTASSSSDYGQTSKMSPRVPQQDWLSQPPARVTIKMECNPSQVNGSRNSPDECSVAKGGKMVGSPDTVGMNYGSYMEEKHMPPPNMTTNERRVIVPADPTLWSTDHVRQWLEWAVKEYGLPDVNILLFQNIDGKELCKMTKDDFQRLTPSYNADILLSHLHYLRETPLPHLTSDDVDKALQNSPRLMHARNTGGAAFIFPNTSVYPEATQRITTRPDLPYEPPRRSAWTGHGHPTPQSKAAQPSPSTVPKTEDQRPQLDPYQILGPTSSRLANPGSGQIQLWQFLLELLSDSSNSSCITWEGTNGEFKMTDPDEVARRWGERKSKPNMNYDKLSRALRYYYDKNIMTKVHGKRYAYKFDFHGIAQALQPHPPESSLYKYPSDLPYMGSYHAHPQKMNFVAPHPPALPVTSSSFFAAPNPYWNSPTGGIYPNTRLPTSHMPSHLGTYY
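His-tagged ERG Ets domain (1 uM in the protein solution; 300mM KCl, 50mM Tris-HCl, 1mM EDTA, 1mM DTT, pH 7.5) received compound, then a probe mix of 5 nM fluorescein-DNA and 100nM Texas-615-DNA. Fluorescence polarization was read for both dyes.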
An asterisk follows results filed as active; u = inconclusive; x = no result given; & = joins results of further samples; [ ] = dose if it differs, or a comment. Unless noted, the call rests on the fitted dose curve; in most records, active means well fitted curve in the direction sought with a large enough effect; inconclusive means small, poorly fitted or top-dose-only effect, or another doubt; inactive means no such curve, though single readings can be large; an effect the other way counts as inactive or inconclusive. The list is partial, so the mix of outcomes need not match the whole.

Every second line gives: APEX1 inh, 12-LOX inh, Pol beta inh, POLK inh, Pol eta inh, RGS4 inh, Anesthetic bind, LDHA inh, ERG-DNA inh
COC(=O)c1ccc(-n2c(C)cc(-c3csc(NC(=O)c4ccc(S(=O)(=O)N(C)C)cc4)n3)c2C)cc1
→ -0.5%, -13.1%, 26.3%, -13.7%, -13.0%, -34.2%, 3.8%, -7.6, 10.6%
CC(C(=O)NC1CCCC1)N(C(=O)Cn1nnc(-c2ccc(F)cc2)n1)c1ccccc1F (centres undefined)
→ -6.8%, -0.8%, -5.9%, -3.2%, 1.4%, -5.0%, -3.7%, -2.6, -4.5%
COc1ccc(C(C)=O)cc1CSc1nc2ccccc2c(=O)n1-c1cccc(C)c1
→ 0.7%, 10.0%, -17.1%, -10.0%, -9.3%, -38.9%, -15.3%, -2.8, -3.4%
CCOC(=O)c1cnc2c(C(F)(F)F)cccc2c1N1CCOCC1
→ -1.0%, 7.8%, 2.6%, -18.6%, -12.5%, -6.3%, -13.4%, -9.2, 1.0%
Cc1c(C(=O)NC(=S)NCC(C)C)oc2ccccc12
→ 0.2%, 0.6%, 21.7%, -5.5%, -7.9%, 14.6%, 0.8%, -6.8, 2.4%
NCCOc1ccccc1Cc1ccccc1
→ 0.4%, 22.9%, -1.0%, -2.2%, -6.8%, -1.6%, -22.3%, -6.5, -2.6%
COC1=C/C(=C/c2c(N)n3nc(CC(=O)N4CCOCC4)sc3nc2=O)C=CC1=O
→ 30.5%, 47.2%[activator], u, 79.4µM*, 44.7µM*, -17.4%, -9.0%, 1.0, 5.6%
CN(c1ccc(OCC(=O)OCC(=O)Nc2ccccc2F)cc1)S(=O)(=O)c1cccs1
→ -2.3%, 8.4%, 2.0%, -12.0%, -15.4%, 0.4%, 39.8%[activator], -6.5, 9.6%
O=C(CSc1nc2ccc(N3CCOCC3)cc2c(=O)n1CCc1ccccc1)NCC1CCCO1 (centres undefined)
→ 1.2%, 7.6%, -24.1%, -8.8%, -5.7%, -2.3%, -8.2%, 6.9, 0.4%
CC(C)CCC[C@@H](C)[C@@H]1CC[C@H]2C3=CC=C4CC(O)CC[C@]4(C)[C@H]3CC[C@@]21C (some centres undefined)
→ -10.1%, u, x, -18.9%[60.1 µM], x, x, u, x, x
NS(=O)(=O)c1ccc(NC(=O)c2ccc3nccnc3c2)cc1
→ 14.8%, 92.9%[activator], 24.7%, -2.2%, -1.2%, -0.6%, -2.0%, -4.5, 5.8%
CC(=O)C[C@H](O)CC(=O)[C@H]1OC(=O)CCCCCc2ccccc21
→ -2.2%, 28.1%, x, u, -10.9%, -3.0%, x, -5.9, 0.2%
CCOc1ccccc1NC(=O)c1c(NC(=O)C(C)Oc2cccc(Cl)c2)sc2c1CCCCC2 (centres undefined)
→ x, -20.4%, 1.0%, 0.0%, -8.4%, -6.6%, 10.4%, -6.8, -2.4%
Cc1ccc(C(=O)NC(N(C)C)C(Cl)(Cl)Cl)cc1 (centres undefined)
→ 19.9%, -1.2%, 6.5%, -7.0%, -0.4%, 19.9%, -8.9%, -2.7, -0.8%
COC(=O)c1sccc1-n1cccc1C(=O)C(=O)Nc1ccc(F)cc1
→ 4.5%, 11.2%, -2.3%, -13.0%, -13.3%, -15.0%, -16.8%, -1.8, 15.4%
Nc1ccc(C(=O)NC23CC4CC(CC(C4)C2)C3)cc1
→ -5.5%, -55.2%, 40.6%[activator], -4.7%, -14.2%, -30.7%, u, 1.2, 5.9%
Cc1ccc(C(=O)OCc2cn(-c3ccccc3)nn2)cc1
→ 14.0%, -16.0%, u, -5.8%, -4.2%, u, u, -6.3, 3.4%
COc1ccc(NC(=O)NC2(C)CCS(=O)(=O)C2)cc1 (centres undefined)
→ 12.9%, 3.0%, 0.2%, -0.9%, -22.6%, -5.7%, 2.7%, -4.8, 3.5%
Cc1cc(C)c(S(=O)(=O)c2cccc(C)c2C)c(=O)[nH]1
→ 1.0%, 19.9%, 13.6%, -0.6%, -15.8%, -9.8%, 3.5%, -5.0, -2.0%
CCS(=O)(=O)c1ccc2c(c1)N(S(C)(=O)=O)CC(C(=O)NCCOC)O2 (centres undefined)
→ -8.0%, 0.0%, 29.1%, -0.8%, 6.7%, 31.2%, -4.6%, -12.9, -10.0%
CSc1nc(N)nc2c1ncn2CC(=O)NCC1CCCO1 (centres undefined)
→ 25.8%, 140.2%[activator], x, 9.6%, -14.4%, 10.1%, x, 3.6, -7.9%
Cc1c(F)cccc1NC(=O)CCCCCC1NC(=O)NC1C (centres undefined)
→ 9.3%, 2.5%, -15.4%, 2.1%, 9.8%, 4.8%, -3.3%, -5.0, 8.0%
CCCc1c(C(=O)Nc2ccc(OC)cc2)cnn1-c1ccccc1
→ -2.7%, 184.8%[activator], 9.9%, -11.2%, -9.1%, 23.5%, -16.9%, -4.3, 2.7%
C/C(=N/NC(=O)c1ccc2c(c1)OCO2)c1cccc([N+](=O)[O-])c1
→ 15.0%, -11.6%, 18.4%, -4.0%, -2.7%, 6.7%, -1.4%, -1.7, 3.6%
CC(C)(C)OC(=O)CNC(=O)c1[nH]cnc1C(=O)Nc1ccc(Cl)cc1
→ -3.3%, u, 0.8%, -0.7%, -23.2%, -6.0%, u, 1.0, 6.1%
CC(=O)Oc1c(-c2ccc(Br)o2)oc2ccccc2c1=O
→ 1.5%, 35.5µM*, -2.1%, -25.1%, -7.6%, -19.9%, 63.5%[activator], -1.4, -1.8%
CCOCCCNC(=O)CN1C(=O)COc2ccc(S(=O)(=O)N3CCCCCC3)cc21
→ 8.9%, -7.5%&-18.6%, 20.7%&14.7%, 9.3%&5.5%, -3.5%&-11.2%, -9.3%&-12.7%, -7.9%&2.0%, 1.5&-8.9, 0.4%&-0.3%
CN1C(=O)/C(=C/c2ccccc2OCc2cccc(F)c2)NC1=S
→ -0.3%, 78.7%[activator], 3.9%, -18.1%, -5.4%, -0.3%, -17.5%, -0.6, -10.4%
CSC1=NCCN1C(=O)Cc1ccc(Cl)cc1
→ -8.6%, 2.2%, 20.0%, 4.4%, -14.9%, -17.5%, -5.5%, -0.5, 6.0%
CC1(C)Cc2c(C#N)c(SCC(=O)c3ccccc3)nc(N3CCOCC3)c2CO1
→ 20.9%, u, -0.1%, -19.3%, -16.6%, -42.6%, -23.9%, 11.1, -17.1%
Cc1ccc(S(=O)(=O)NN2C(=O)c3ccccc3NC2c2ccccc2O)cc1 (centres undefined)
→ 7.9%, -5.4%, 0.7%, -10.4%, -8.1%, 14.1%, 5.8%, -9.8, -9.3%
NC(N)=NN=C1CCC(c2ccccc2)CC1 (centres undefined)
→ 27.7%, -19.0%&-28.1%, -8.0%, -6.3%, -1.4%, 31.9%, -5.6%, -5.9&0.7, -6.2%
Cc1ccc(NC(=O)N2CCC(n3c(C)nc4cccnc43)CC2)c(Cl)c1
→ x, -8.0%, 4.9%, -7.6%[60.1 µM], -16.8%, 8.8%, 38.0%[activator], 1.6, -5.3%
CC1CCN(c2ccc(-c3nc(C(C)C)no3)cc2[N+](=O)[O-])CC1
→ x, -11.5%, u, -20.2%, -17.5%, 5.6%, 3.5%, -4.1, 2.6%
COc1ccc(C(=O)COC(=O)CCn2nnc(-c3cccc(O)c3OC)n2)cc1
→ 1.8%, -2.5%, 0.5%, -2.8%, -5.0%, -12.1%, -15.1%, 4.9, x
CC(O)COc1ccc(/C(=N/O)c2ccccc2)cc1 (centres undefined)
→ 1.8%, 0.0%, 0.2%, -4.8%, -6.2%, 19.4%, -12.6%, -10.2, -7.0%
Cc1cccc(C)c1NC(=O)CN(C)C(=O)CC1CC2CCC1C2 (centres undefined)
→ 40.1%[activator], u, x, 2.9%, -14.7%, -11.0%, x, -4.2, -2.0%
COc1ccc(CCC(=O)N2CCc3c([nH]c4ccccc34)C2c2ccc(F)cc2)cc1 (centres undefined)
→ x, u, -24.4%, -6.5%[60.1 µM], -27.4%, -32.0%, u, 1.6, -0.9%
Cc1sc2nc(SCC(=O)NCCO)n(-c3ccccc3)c(=O)c2c1C
→ -0.4%, -53.8%, 20.2%, 3.7%, -21.0%, -7.8%, -5.7%, -1.9, -0.2%
COc1ccccc1CCNC(=O)CNC(=O)c1ccc2ccccc2c1
→ 7.8%, 0.6%, 45.9%, 0.8%&-7.3%, -5.3%, -25.4%&4.3%, -5.1%, 1.7&-7.1, -4.4%
CC(C)C1=NN2C(=N)CC(=O)N=C2S1
→ 6.4%, 7.9%[57.4 µM], 4.9%, -12.2%, 0.7%, 7.3%, -0.1%, 0.4, x
C=CCn1c(SCC(=O)c2cc(C)n(C(C)COC)c2C)nc2sc(C)c(C)c2c1=O (centres undefined)
→ 18.5%, -12.0%, 5.7%, -9.9%, -7.9%, -43.4%, -1.8%, 10.5, 8.8%
Cn1nnnc1SCC(=O)Nc1ccccc1Br
→ 31.3%, 484.1%[activator], 34.8%, -14.2%, -9.6%, -5.3%, -14.2%, -4.1, -5.8%
Cc1ccc(-n2c(=O)c3sccc3n(Cc3cc(=O)n4ccccc4n3)c2=O)cc1
→ -3.8%, -6.6%&1.0%, -17.3%&26.9%, -2.3%&-12.1%, -20.2%&-8.5%, -4.9%&-12.1%, -16.9%&5.0%, -5.0&-4.5, -0.1%
C[C@H](NC(=O)c1nc[nH]c1C(=O)NC1CCNCC1)C(=O)OC(C)(C)C
→ 16.6%, -10.9%, x, 2.9%, -20.1%, -3.4%, x, 0.0, -6.2%

Screens deposited in PubChem BioAssay by National Center for Advancing Translational Sciences (NCATS).
